TbHK1 inh = blocks Trypanosoma brucei hexokinase 1 activity; recombinant TbHK1, G6PDH-coupled NADH A340; inhibition, % at 10 µM; 220,000 tested, 0.11% active; AID 1430;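 active = inhibition of 50% or more in the single-dose primary screen; inactive = inhibition below 50%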
Mdm2 ligase inh = Mdm2 E3 ligase (human) inhibition. cell-based MDM2 ubiquitination luciferase reporter, 2 h; 0 = plate control, 100 = twice control, blank-subtracted. signal enhancement, % at 5 µM. 210,000 tested, 0.11% active. Q00987. AID 1230;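 active = signal enhancement of 30% or more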;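 also: luminescence tracks abundance of the self-degrading MDM2-luciferase fusion protein; higher signal means inhibition of MDM2 E3 ligase activity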
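System: stable MDM2–luciferase fusion reporter cells / Input: 2000 cells seeded into each well / Schedule: 4 h settle plus 2 h compound, 37 °C / Compound: single-point 5 µM / Buffer or medium: cells held in DMEM / Benchmarks: control and blank well means / Evaluation: percent signal gain over controls, blank-subtracted / Measured by: luciferase luminescence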
Hck Nef HTS = human Hck-Nef kinase inhibition | inhibition, % at 20 µM | P08631 | Recombinant Hck-YEEI plus Nef, Z-Lyte FRET kinase assay | 220,000 tested, 0.68% active;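 active = Hck-Nef kinase inhibition above about 50%, limit read from the data; inactive = inhibition below that limit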;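 also: 0% = DMSO with Hck plus Nef and 100% = Hck alone without Nef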
Target sequence (P08631 whole entry, looked up): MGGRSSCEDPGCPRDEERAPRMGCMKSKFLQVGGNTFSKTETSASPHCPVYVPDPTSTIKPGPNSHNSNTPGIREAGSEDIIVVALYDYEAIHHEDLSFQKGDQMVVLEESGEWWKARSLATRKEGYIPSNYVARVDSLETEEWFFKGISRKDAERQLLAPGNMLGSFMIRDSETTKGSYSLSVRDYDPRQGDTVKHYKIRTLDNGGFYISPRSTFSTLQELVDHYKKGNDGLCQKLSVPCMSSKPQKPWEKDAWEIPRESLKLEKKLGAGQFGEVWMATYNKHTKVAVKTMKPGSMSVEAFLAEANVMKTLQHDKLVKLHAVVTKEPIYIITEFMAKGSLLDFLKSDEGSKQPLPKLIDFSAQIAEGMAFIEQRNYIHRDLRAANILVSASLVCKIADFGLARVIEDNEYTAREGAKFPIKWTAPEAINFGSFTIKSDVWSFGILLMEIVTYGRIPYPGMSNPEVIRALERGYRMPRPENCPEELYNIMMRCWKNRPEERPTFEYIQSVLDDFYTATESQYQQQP
Runt-CBFb FRET = inhibitors of human RUNX1 Runt domain binding to CBFb. Q01196+Q13951. Cerulean-Runt/Venus-CBFb FRET ratio 530/480, 1 h. inhibition, % at 20 µM. 220,000 tested, 0.46% active. AID 1496;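 active = inhibition over about 50% at 20 µM in the single-dose screen, limit read from the data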;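 also: 0% = DMSO wells and 100% = excess unlabeled CBFb competitor control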
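Schedule: protein complex preformed 1 h, compound exposure 1 h, room temperature, dark; test system: Cerulean-labeled Runt domain protein; amount: 100 nM per protein; buffer or medium: Tris 50 mM pH 7.5, KCl, K2SO4, 0.01% BSA; read-out: loss of energy transfer signal; detection: FRET fluorescence; controls: 5 µM unlabeled CBFb as full-inhibition high control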
Runt-SMMHC FRET = blocks binding of human RUNX1 Runt domain to CBFb-SMMHC. Q01196+Q13951. Cerulean-Runt/Venus-CBFb-SMMHC FRET ratio 530/480, 1 h. inhibition, % at 20 µM. 220,000 tested, 0.74% active;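 active = mean inhibition across duplicate retests at 20 µM reaching about 50%, limit read from the data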;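 also: 0% = DMSO wells and 100% = wells with excess untagged CBFb-SMMHC; inhibitors lower the FRET ratio by blocking Runt binding to CBFb-SMMHC; some results filed as inactive read as strong as hits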
L929 necroptosis = blocks zVAD induced death of L929 cells | L929 zVAD necroptosis rescue, ATP luminescence, 24 h; with zVAD 60 µM | viability rescue, % at 10 µM | 220,000 tested, 0.38% active;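 active = activation, scaled between plate controls, above about 75%, limit read from the data; inactive = activation under that limit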;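 also: 0% = zVAD with DMSO and 100% = DMSO alone without zVAD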
p47phox inh = blocks human p47phox regulatory protein of NADPH oxidases | P14598 | p47phox/p22phox peptide binding, fluorescence polarization, 2 h | inhibition, % at 24.7 µM | 220,000 tested, 0.53% active | AID 1274;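 active = inhibition above about 30%, limit read from the data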;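 also: 0% = p47phox with labelled peptide and 100% = labelled peptide alone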
14-3-3 Bad PPI = disrupts binding of bovine 14-3-3 zeta to phospho-Bad peptide. P63103. TR-FRET 14-3-3zeta/Dy647-pBad peptide displacement, 1 h. inhibition, % at 21.7 µM. 220,000 tested, 0.71% active. AID 781;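 active = inhibition above about 70%, limit read from the data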;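 also: 0% = full 14-3-3 plus peptide FRET controls and 100% = background without 14-3-3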
Target sequence (P63103 whole entry, looked up): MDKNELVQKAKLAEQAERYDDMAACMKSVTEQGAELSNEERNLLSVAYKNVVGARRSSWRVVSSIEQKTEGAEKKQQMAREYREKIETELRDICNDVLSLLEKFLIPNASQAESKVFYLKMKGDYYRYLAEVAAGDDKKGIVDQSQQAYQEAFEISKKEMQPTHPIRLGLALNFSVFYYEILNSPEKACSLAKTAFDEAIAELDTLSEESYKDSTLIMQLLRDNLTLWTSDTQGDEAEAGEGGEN
EBV gp42 inh = inhibitors of Epstein-Barr virus glycoprotein 42; Q1HVG2; Fluorescence polarization binding assay, mP read-out; inhibition, % (tested at 21.74 µM); 220,000 tested, 0.42% active; in the data active = inhibition above about 50%
Target sequence (Q1HVG2 whole entry, looked up): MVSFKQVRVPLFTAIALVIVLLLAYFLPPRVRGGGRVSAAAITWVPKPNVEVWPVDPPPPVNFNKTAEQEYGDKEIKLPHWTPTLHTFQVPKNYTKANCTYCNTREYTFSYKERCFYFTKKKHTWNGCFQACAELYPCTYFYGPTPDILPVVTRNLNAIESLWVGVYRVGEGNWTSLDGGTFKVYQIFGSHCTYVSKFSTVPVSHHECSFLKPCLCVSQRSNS
Numbers without * were called inactive; [ ] = dose if it differs, or a comment.

How did Nc1cccc2cnccc12 do in these assays?
TbHK1 inh: -4; Mdm2 ligase inh: -14; Hck Nef HTS: 1; Runt-CBFb FRET: 9; Runt-SMMHC FRET: -10; L929 necroptosis: -0.2; p47phox inh: 15; 14-3-3 Bad PPI: -14; EBV gp42 inh: -5

What do the screens show for `O=C(CCCN1C(=O)c2ccccc2C1=O)Nc1nc2ccccc2[nH]1`?
TbHK1 inh: -6; Mdm2 ligase inh: -7; Hck Nef HTS: 15; Runt-CBFb FRET: -1; Runt-SMMHC FRET: -2; L929 necroptosis: -0.5; p47phox inh: -12; 14-3-3 Bad PPI: -12; EBV gp42 inh: -9

What do the screens show for `O=c1cc(O)c(-c2ccccc2Cl)c(Cl)[nH]1`?
TbHK1 inh: -1; Mdm2 ligase inh: -7; Hck Nef HTS: 3; Runt-CBFb FRET: 3; Runt-SMMHC FRET: -1; L929 necroptosis: -0.2; p47phox inh: -11; 14-3-3 Bad PPI: -10; EBV gp42 inh: -6

Results for O=[N+]([O-])c1ccc(/C=N/N=C/c2ccc([N+](=O)[O-])o2)o1 ?
TbHK1 inh: -6; Mdm2 ligase inh: 77*; Hck Nef HTS: -5; Runt-CBFb FRET: 11; Runt-SMMHC FRET: 0; L929 necroptosis: -1.3; p47phox inh: 0; 14-3-3 Bad PPI: 12; EBV gp42 inh: 1

What do the screens show for `CC(C)(C)N1CSC(=S)N(Cc2ccccc2)C1`?
TbHK1 inh: 1; Mdm2 ligase inh: 4; Hck Nef HTS: 14; Runt-CBFb FRET: 2; Runt-SMMHC FRET: 0; L929 necroptosis: -1.1; p47phox inh: -11; 14-3-3 Bad PPI: -15; EBV gp42 inh: -15

How did Cc1ccc(S(=O)(=O)N/N=C2/CC(c3ccccc3)Oc3ccccc32)cc1 (configuration not stated) do in these assays?
TbHK1 inh: -1; Mdm2 ligase inh: -5; Hck Nef HTS: 0; Runt-CBFb FRET: 4; Runt-SMMHC FRET: 4; L929 necroptosis: 0.1; p47phox inh: -12; 14-3-3 Bad PPI: 2; EBV gp42 inh: -10

What do the screens show for `CC(C(=O)N/N=C/c1ccc(N(C)C)c(Br)c1)N(c1ccccc1)S(C)(=O)=O` (configuration not stated)?
TbHK1 inh: -16; Mdm2 ligase inh: -13; Hck Nef HTS: 0; Runt-CBFb FRET: -5; Runt-SMMHC FRET: -2; L929 necroptosis: 0.9; p47phox inh: 0; 14-3-3 Bad PPI: -5; EBV gp42 inh: 6

How did Cc1ccc(C)c(N2C(=O)CC(N3CCN(Cc4ccc5c(c4)OCO5)CC3)C2=O)c1 (configuration not stated) do in these assays?
TbHK1 inh: 1; Mdm2 ligase inh: 9; Hck Nef HTS: 2; Runt-CBFb FRET: 1; Runt-SMMHC FRET: -3; L929 necroptosis: 0.6; p47phox inh: -19; 14-3-3 Bad PPI: -2; EBV gp42 inh: -18

What do the screens show for `O=[N+]([O-])c1ccc(Sc2ncc3ccccn23)nc1`?
TbHK1 inh: -18; Mdm2 ligase inh: -5; Hck Nef HTS: -127; Runt-CBFb FRET: -1; Runt-SMMHC FRET: -2; L929 necroptosis: -1.5; p47phox inh: -2; 14-3-3 Bad PPI: -1; EBV gp42 inh: -3

What do the screens show for `CCOc1ccc(-n2c(SCC(=O)c3c(N)n(C)c(=O)n(C)c3=O)nnc2-c2cccnc2)cc1`?
TbHK1 inh: 23; Mdm2 ligase inh: 1; Hck Nef HTS: 1; Runt-CBFb FRET: -1; Runt-SMMHC FRET: 23; L929 necroptosis: 0.1; p47phox inh: -5; 14-3-3 Bad PPI: -8; EBV gp42 inh: -5

How did CN(C)c1c(-c2ccccc2)cc(-c2ccccc2)[nH]c1=O do in these assays?
TbHK1 inh: -20; Hck Nef HTS: 14; Runt-CBFb FRET: -4; Runt-SMMHC FRET: -26; L929 necroptosis: 1.3; p47phox inh: -7; 14-3-3 Bad PPI: -1; EBV gp42 inh: -24

What do the screens show for `CC(=O)c1ccc(-n2c(-c3cc(-c4ccco4)[nH]n3)n[nH]c2=S)cc1`?
TbHK1 inh: -3; Mdm2 ligase inh: -9; Hck Nef HTS: -3; Runt-CBFb FRET: 18; Runt-SMMHC FRET: 12; L929 necroptosis: 0.4; p47phox inh: -12; 14-3-3 Bad PPI: -9; EBV gp42 inh: 3

What do the screens show for `Cc1cc(C(=O)CSC(C)c2nc3ccccc3c(=O)[nH]2)c(C)n1C` (configuration not stated)?
TbHK1 inh: -11; Mdm2 ligase inh: -11; Hck Nef HTS: 4; Runt-CBFb FRET: 0; Runt-SMMHC FRET: 4; L929 necroptosis: 0.9; p47phox inh: -36; 14-3-3 Bad PPI: -30; EBV gp42 inh: -6

How did COc1ccc(-c2nnn(CC(=O)N(C3CCCC3)C(C)C(=O)NC3CCCC3)n2)cc1OC (configuration not stated) do in these assays?
TbHK1 inh: 1; Mdm2 ligase inh: -8; Hck Nef HTS: 2; Runt-CBFb FRET: 1; Runt-SMMHC FRET: -2; L929 necroptosis: -0.8; p47phox inh: -12; 14-3-3 Bad PPI: 15; EBV gp42 inh: -1

Results for O=C(O)COc1ccccc1/C=N/NC(=O)CSc1nnc(SCc2ccc(Cl)cc2)s1 ?
TbHK1 inh: -5; Mdm2 ligase inh: -4; Hck Nef HTS: 28; Runt-CBFb FRET: -7; Runt-SMMHC FRET: -4; L929 necroptosis: 0.3; p47phox inh: -19; 14-3-3 Bad PPI: 12; EBV gp42 inh: -14

Results for O=C(NCc1cccnc1)c1cc(Sc2ccccc2Cl)nc2ccccc12 ?
TbHK1 inh: 16; Mdm2 ligase inh: -11; Hck Nef HTS: 1; Runt-CBFb FRET: -4; Runt-SMMHC FRET: 0; L929 necroptosis: 2.0; p47phox inh: 2; 14-3-3 Bad PPI: 1; EBV gp42 inh: 2

Results for C=CCOC(=O)C(=O)/C=C/c1csc2ccccc12 ?
TbHK1 inh: -5; Hck Nef HTS: 2; Runt-CBFb FRET: 0; Runt-SMMHC FRET: -4; L929 necroptosis: 1.1; p47phox inh: -5; 14-3-3 Bad PPI: 0; EBV gp42 inh: -9

Results for COc1ccc2nc(NC(=O)c3ccccc3-c3ccccc3C(=O)O)sc2c1 ?
TbHK1 inh: -1; Mdm2 ligase inh: -6; Hck Nef HTS: 18; Runt-CBFb FRET: -20; Runt-SMMHC FRET: -11; L929 necroptosis: 1.1; p47phox inh: -8; 14-3-3 Bad PPI: 5; EBV gp42 inh: -3

What do the screens show for `Cc1ccc(NC(=O)Nc2ccccc2)c(Br)c1`?
TbHK1 inh: 2; Mdm2 ligase inh: -14; Hck Nef HTS: 2; Runt-CBFb FRET: 2; Runt-SMMHC FRET: 0; L929 necroptosis: 1.9; p47phox inh: -5; 14-3-3 Bad PPI: -2; EBV gp42 inh: -9

What do the screens show for `CC(C)(C)c1cc(OS(C)(=O)=O)ccc1O`?
TbHK1 inh: -6; Mdm2 ligase inh: 0; Hck Nef HTS: 18; Runt-CBFb FRET: 3; Runt-SMMHC FRET: 3; L929 necroptosis: 3.0; p47phox inh: 32*; 14-3-3 Bad PPI: -6; EBV gp42 inh: -15

Results for CSc1nccc(N2CCN(c3ccc(F)cc3)CC2)n1 ?
TbHK1 inh: 0; Mdm2 ligase inh: -8; Hck Nef HTS: 0; Runt-CBFb FRET: -4; Runt-SMMHC FRET: 0; L929 necroptosis: -0.6; p47phox inh: 1; 14-3-3 Bad PPI: 1; EBV gp42 inh: -4

Results for CC(NC(=O)/C=C/c1ccccc1)c1ccccc1 (configuration not stated) ?
TbHK1 inh: -12; Mdm2 ligase inh: 4; Hck Nef HTS: 18; Runt-CBFb FRET: 0; Runt-SMMHC FRET: -1; L929 necroptosis: 25; p47phox inh: -2; 14-3-3 Bad PPI: -9; EBV gp42 inh: -5

What do the screens show for `O=C(Nc1nnc(COc2ccc(Br)cc2)s1)c1ccco1`?
TbHK1 inh: -11; Mdm2 ligase inh: -4; Hck Nef HTS: 20; Runt-CBFb FRET: 0; Runt-SMMHC FRET: -5; L929 necroptosis: 0.1; p47phox inh: -18; 14-3-3 Bad PPI: 8; EBV gp42 inh: -21

What do the screens show for `CCOC(=O)N1CCN(c2ccc3nnnn3n2)CC1`?
TbHK1 inh: 2; Mdm2 ligase inh: -17; Hck Nef HTS: 0; Runt-CBFb FRET: 0; Runt-SMMHC FRET: 2; L929 necroptosis: -0.5; p47phox inh: -3; 14-3-3 Bad PPI: -7; EBV gp42 inh: -14

How did CCOc1ccc(CC2S/C(=N/c3ccccn3)NC2=O)cc1 (configuration not stated) do in these assays?
TbHK1 inh: -2; Mdm2 ligase inh: -11; Hck Nef HTS: 1; Runt-CBFb FRET: -1; Runt-SMMHC FRET: 3; L929 necroptosis: 1.2; p47phox inh: 4; 14-3-3 Bad PPI: 18[fluorescence artefact?]; EBV gp42 inh: -8

Results for O=C(CCCn1c(SCC(=O)NC2CCCCC2)nc2ccccc2c1=O)NCC1CCCO1 (configuration not stated) ?
TbHK1 inh: -3; Mdm2 ligase inh: -8; Hck Nef HTS: 0; Runt-CBFb FRET: 1; Runt-SMMHC FRET: 1; L929 necroptosis: 2.4; p47phox inh: -14; 14-3-3 Bad PPI: 3; EBV gp42 inh: 5

How did Cc1cc(C)nc(NC(=S)Nc2ccccc2)n1 do in these assays?
TbHK1 inh: -4; Hck Nef HTS: 5; Runt-CBFb FRET: 3; Runt-SMMHC FRET: -1; L929 necroptosis: -0.9; p47phox inh: -18; 14-3-3 Bad PPI: -7; EBV gp42 inh: -5

Results for CN(CC(=O)OCC(=O)NCc1ccccc1)S(=O)(=O)c1ccc(Cl)cc1 ?
TbHK1 inh: 2; Hck Nef HTS: 0; Runt-CBFb FRET: -3; Runt-SMMHC FRET: 1; L929 necroptosis: 0.9; p47phox inh: -8; 14-3-3 Bad PPI: 0; EBV gp42 inh: 2

Results for S=C(Nc1cccnc1)NC1CCCCCCC1 ?
TbHK1 inh: -4; Mdm2 ligase inh: -1; Hck Nef HTS: 1; Runt-CBFb FRET: 0; Runt-SMMHC FRET: 0; L929 necroptosis: 1.5; p47phox inh: -15; 14-3-3 Bad PPI: -20; EBV gp42 inh: 1

How did Cc1ccc(NC(=O)Nc2ccc3c(c2)nc(C)n3C)cc1C do in these assays?
TbHK1 inh: -10; Mdm2 ligase inh: -15; Hck Nef HTS: 5; Runt-CBFb FRET: -4; Runt-SMMHC FRET: -1; L929 necroptosis: 2.3; p47phox inh: 2; 14-3-3 Bad PPI: 1; EBV gp42 inh: -6

Of the compounds above, two have an aryl methoxy group.
How did COc1ccc(-c2nnn(CC(=O)N(C3CCCC3)C(C)C(=O)NC3CCCC3)n2)cc1OC (configuration not stated) do in these assays?
TbHK1 inh: 1; Mdm2 ligase inh: -8; Hck Nef HTS: 2; Runt-CBFb FRET: 1; Runt-SMMHC FRET: -2; L929 necroptosis: -0.8; p47phox inh: -12; 14-3-3 Bad PPI: 15; EBV gp42 inh: -1

Results for COc1ccc2nc(NC(=O)c3ccccc3-c3ccccc3C(=O)O)sc2c1 ?
TbHK1 inh: -1; Mdm2 ligase inh: -6; Hck Nef HTS: 18; Runt-CBFb FRET: -20; Runt-SMMHC FRET: -11; L929 necroptosis: 1.1; p47phox inh: -8; 14-3-3 Bad PPI: 5; EBV gp42 inh: -3

High-throughput results: PubChem, several laboratories
